From PubChem BioAssay
Eya2 phos inh = qHTS Assay for Inhibitors of the Phosphatase Activity of Eya2 | Protein phosphatase EYA2 (Homo sapiens), O00167 | recombinant Eya2, OMFP fluorescence dephosphorylation (OMFP is methylfluorescein phosphate) | Potency, µM (series often up to 76.9 µM), for inactives: at the top dose activity, negative = inhibition, most hits filed as inhibitors | 0.006% of 330,000 active | AID 488837, 2010; further: potency means the concentration at half of the fitted maximal effect; on the % scale 0 is the no-effect control and ±100 the full control effect
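Eya2 (0.2 uM) preincubated 10 min at ambient with compound, then OMFP substrate added at 50 uM; 10 min reaction in 50 mM HEPES pH 7.5, 50 mM NaCl, 5 uM MgCl2, 0.05% BSA, 1 mM DTT. Fluorescence read at Ex 485/Em 525 nm.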
S-ASM inh = Inhibitors of Secretory Acid Sphingomyelinase (S-ASM): qHTS. 0.006% of 340,000 active. Sphingomyelin phosphodiesterase (Homo sapiens), P17405. placental ASM, HMU-PC fluorogenic substrate, 60 min. Potency, µM (top dose mostly 57.5 µM), for the others: at the top dose activity change, negative = inhibition, hits mostly inhibitors; further: potency means the concentration at half of the fitted maximal effect
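Human placenta-derived ASM preincubated with compound 10 min at room temperature, then reacted with 9 uM (final) fluorogenic HMU-PC substrate for 60 min at 37 C. Stop solution raises pH to 10; fluorescence read at Ex 386/Em 447 nm.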
PKM2 act = qHTS Assay for Activators of Human Muscle isoform 2 Pyruvate Kinase. Pyruvate kinase PKM (Homo sapiens), P14618. purified PKM2, Kinase-Glo ATP luminescence, activation; response scale: 0% is enzyme alone, no compound. Potency, µM (top dose mostly 57.5 µM), inactives show top-dose activation, actives largely listed as activators. 0.34% of 260,000 active; further: potency means the concentration at half of the fitted maximal effect; on the % scale 0 is the no-effect control and ±100 the full control effect; nearly all actives have a fitted effect of over 55% in size
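Kinase-Glo luminescence reports ATP generated from ADP (0.1 mM) and PEP (0.5 mM) by purified hPK-M2 after 1 h at room temperature, pH 7.2 imidazole buffer; intermediate enzyme activity allows detecting inhibitors and activators.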
GALK inhibitor = qHTS Assay for Inhibitors of Human Galactokinase (GALK); 0.007% of 270,000 active; Potency, µM (top dose mostly 57.5 µM), for inactives: top-dose activity change, negative = inhibition, actives largely listed as inhibitors; Purified GALK, Kinase-Glo residual ATP luminescence; P51570; further: potency means the concentration at half of the fitted maximal effect; on the % scale 0 is the no-effect control and ±100 the full control effect
Target sequence (P51570 whole entry, looked up): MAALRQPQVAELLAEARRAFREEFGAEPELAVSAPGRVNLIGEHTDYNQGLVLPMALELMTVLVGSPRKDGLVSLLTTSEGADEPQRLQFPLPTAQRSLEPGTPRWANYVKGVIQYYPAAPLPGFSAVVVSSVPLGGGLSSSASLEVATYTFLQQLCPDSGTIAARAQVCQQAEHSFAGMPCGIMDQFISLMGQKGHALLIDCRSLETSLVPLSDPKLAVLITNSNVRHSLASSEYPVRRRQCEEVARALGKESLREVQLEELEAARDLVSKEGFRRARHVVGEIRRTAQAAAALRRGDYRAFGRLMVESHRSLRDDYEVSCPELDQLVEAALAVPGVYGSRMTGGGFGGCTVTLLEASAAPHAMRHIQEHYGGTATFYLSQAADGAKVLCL
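Luminescence from leftover ATP (Ultra-Glo luciferase/luciferin) served as read-out after a 1 h room-temperature reaction of 5 nM GALK with 35 uM ATP and 100 uM galactose.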
Menin-MLL TR inh = qHTS Assay for Inhibitors Targeting the Menin-MLL Interaction in MLL Related Leukemias: Competition With Texas Red Labeled MLL-derived Mutant Peptide | Menin + Texas Red MLL mutant peptide, fluorescence polarization | O00255 | 0.23% of 270,000 active | Potency, µM (titrated, usually from 61.6 µM), for inactives: top-dose FP activity change, negative = inhibition, actives largely listed as inhibitors | AID 1768, 2009; active means well fitted inhibition curve with a large enough effect in the polarisation, with a control signal flat, not every such curve was filed as active; inconclusive means small, poorly fitted or top-dose-only effect, or effect the other way, or a change in a side signal; inactive means no such curve, though single readings can be large or run the other way; the % refers to the polarisation; further: potency means the concentration at half of the fitted maximal effect; % of control where 0% means no effect; many of its hits are not listed in these tables
USP2a inh = qHTS Assay for Inhibitors of Ubiquitin-specific Protease USP2a Using CHOP2 as the Reporter | USP2 core, Ub-CHOP2 coupled fluorogenic reporter, 485/531 | Potency, µM (top dose mostly 38.3 µM), for the others: at the highest dose activity change, negative = inhibition, most hits filed as inhibitors | 0.01% of 330,000 active | AID 463254, 2010;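 further: potency means the concentration at half of the fitted maximal effect; plate controls were DMSO wells for no effect and full inhibition by NEM control for full effect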
Target sequence (O75604 whole entry, looked up): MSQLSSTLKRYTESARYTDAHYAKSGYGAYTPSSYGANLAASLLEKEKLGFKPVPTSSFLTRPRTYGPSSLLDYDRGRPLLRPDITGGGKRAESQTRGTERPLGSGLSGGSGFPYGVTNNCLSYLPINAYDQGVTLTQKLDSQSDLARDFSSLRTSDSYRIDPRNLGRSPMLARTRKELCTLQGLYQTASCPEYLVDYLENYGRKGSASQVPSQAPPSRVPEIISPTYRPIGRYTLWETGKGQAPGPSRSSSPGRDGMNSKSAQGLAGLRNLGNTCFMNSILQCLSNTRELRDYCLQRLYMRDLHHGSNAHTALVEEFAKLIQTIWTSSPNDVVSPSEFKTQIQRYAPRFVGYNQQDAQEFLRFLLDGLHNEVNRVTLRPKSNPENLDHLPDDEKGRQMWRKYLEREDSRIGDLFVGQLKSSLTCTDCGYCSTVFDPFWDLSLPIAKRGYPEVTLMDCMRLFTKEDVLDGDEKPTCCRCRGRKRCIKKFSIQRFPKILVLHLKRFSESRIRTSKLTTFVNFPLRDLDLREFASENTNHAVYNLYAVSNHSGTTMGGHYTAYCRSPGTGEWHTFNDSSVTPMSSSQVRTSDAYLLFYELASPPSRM
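Cell-free coupled assay: 10nM USP2 core preincubated 30min RT with compound in Tris-HCl pH 8.0/CaCl2/CHAPS buffer, then 25nM Ub-CHOP2 and 25nM reporter substrate; fluorescence (Ex 485/Em 531) read after 60min RT, normalized to NEM inhibition, concentration-response curves fitted.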
Mito fusion act = qHTS Assay for Small Molecule Inhibitors of Mitochondrial Division or Activators of Mitochondrial Fusion. S. cerevisiae fusion-defective mutant growth rescue, CellTiterGlo 48 h. Potency, µM (doses to about 46.1 µM), for inactives: at the top dose growth rescue (activation), actives largely listed as activators. 0.23% of 320,000 active;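 further: potency means the concentration at half of the fitted maximal effect; % of control where 0% means no effect; nearly all actives have a fitted effect of over 45% in size; temperature-sensitive fusion mutants such as fzo1-1 at 37 °C on non-fermentable ethanol glycerol medium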
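Yeast fusion mutant, YPEG (non-fermentable carbon), compound, 48 h at 37C non-permissive; CellTiterGlo added, 10 min RT, luminescence read. Rescued growth = division inhibition.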
hERG WT inh = qHTS for Inhibitors of KCHN2 3.1: Wildtype qHTS; Voltage-gated inwardly rectifying potassium channel KCNH2 (Homo sapiens), Q12809; U2OS, BacMam KCNH2, thallium flux FluxOr; hits give low values; activity change, % at 1.84 µM; 0.37% of 340,000 active; AID 720551, 2013;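 active means maximum activity change below -70%; inconclusive means maximum activity change between -70% and -50%; inactive means maximum activity change above -50%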; further: on the % scale 0 is the no-effect control and ±100 the full control effect
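U2OS cells transduced with wild-type KCNH2 virus are loaded with FluxOr dye for 45 min, and thallium flux is measured in kinetic reads before and after stimulation buffer. Rate constants are normalized to DMSO controls.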
TSHR antagonist = Antagonists of the Thyroid Stimulating Hormone Receptor: HTS campaign. AID 504810, 2011. Thyrotropin receptor (Homo sapiens), P16473. activity change, negative = inhibition, % at 11.5 µM. TSHR-expressing cells, TSH-stimulated cAMP HTRF, 2 h; hits give low values. 0.2% of 330,000 active;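 active means activity change below a set negative limit, meaning inhibition stronger than a set level, cut at about -70% in these data; inconclusive means activity change between two set negative limits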; further: on the % scale 0 is the no-effect control and ±100 the full control effect
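Antagonism was scored as loss of TSH-driven cAMP in TSHR cells, stimulated with 4nM TSH (EC80) for 2 hours at 37 deg C and detected by homogeneous HTRF competition immunoassay.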
Chronic BCR inh = qHTS Assay to Find Inhibitors of Chronic Active B-Cell Receptor Signaling; 0.05% of 340,000 active; ABC-DLBCL IkBa-CBG/CBR reporter, luminescence ratio, 4 h; Potency, µM (highest dose often 46.1 µM), inactives show at the top dose ratio change, negative = lower green/red ratio, most hits filed as inhibitors; active means well fitted inhibition curve with a large enough effect in the signal ratio, with a control signal flat, not every such curve was filed as active; inconclusive means small, poorly fitted or top-dose-only effect, or effect the other way, or a change in a side signal; the % refers to the signal ratio;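 further: potency means the concentration at half of the fitted maximal effect; plate controls were basal doxycycline-induced cells for no effect and cells given 10 µM MG132 for full effect; MG132 reads +100%, hits lower the ratio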
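TMD8 ABC-DLBCL cells carrying doxycycline-inducible green luciferase fused to IkappaBalpha plus unfused red luciferase were exposed to compounds (up to 46 uM) for 4 hrs at 37C. Activity came from the overlap-corrected green/red luminescence ratio.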
MBNL1-CUG inh = qHTS Assay for Inhibitors of MBNL1-poly(CUG) RNA binding | Potency, µM (top dose mostly 57.5 µM), inactives show at the top dose activity change, negative = inhibition, usual class: inhibitors | 0.036% of 280,000 active | AID 2675, 2010 | TR-FRET MBNL1-His/biotin-(CUG)12 binding, 665/545 ratio; active means well fitted inhibition curve with a large enough effect in the signal ratio, with a control signal flat, not every such curve was filed as active; inconclusive means small, poorly fitted or top-dose-only effect, or effect the other way, or a change in a side signal; inactive means no such curve, though single readings can be large or run the other way; the % refers to the signal ratio; further: potency means the concentration at half of the fitted maximal effect; on the % scale 0 is the no-effect control and ±100 the full control effect
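TR-FRET readout: Ex 340 nm, 665/545 nm emission ratio, normalized to buffer-only (basal) and MBNL1-(CUG)12 controls. Complex of MBNL1-His with Biotin-(CUG)12, compounds 92 nM–58 uM, incubated 60 min at room temperature.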
* hit, by the source's call; ? = inconclusive; . = no result given; & = joins results of further samples; [ ] = another dose, or the depositor's remark. Unless noted, the call rests on the fitted dose curve; in most records, active means well fitted curve in the direction sought with a large enough effect; inconclusive means small, poorly fitted or top-dose-only effect, or another doubt; inactive means no such curve, though single readings can be large; an effect the other way counts as inactive or inconclusive. Not all compounds are listed, so the mix of outcomes need not match the whole.

SMILES	Eya2 phos inh	S-ASM inh	PKM2 act	GALK inhibitor	Menin-MLL TR inh	USP2a inh	Mito fusion act	hERG WT inh	TSHR antagonist	Chronic BCR inh	MBNL1-CUG inh
O=C(c1nc2ccccn2c1CNCCCn1nnc2ccccc21)N1CCOCC1	2.4%	11.5%	-1.7%	4.5%	1.9%	1.2%	-0.2%	17.6	-2.1	0.7%	1.6%
C/C(CC(=O)NC1CCCCCC1)=N\NC(=O)c1cnccn1	-0.2%	10.4%	6.3%	.	9.6%	0.9%	-4.6%	-2.8	-1.2	?	1.2%[11.5 µM]
O=C(O)C(C(=O)/C=C/c1ccco1)=C1SCCS1	6.5%	-6.6%	?	-1.4%	11.5%	0.4%	1.9%	16.0	26.6	0.2%	11.3%
COc1ccc(C(=O)COC(=O)CN2C(=O)C3C4C=CC(C5CC45)C3C2=O)cc1 (stereo unspecified)	4.2%	2.9%	7.9%	-0.6%	-11.0%	-1.1%	0.8%	0.3	-9.1	0.6%	.
CCOC(=O)C(C(=O)OCC)C(=O)c1cc(OC)c(OC)c(OC)c1	-10.3%	-1.3%	0.5%	-2.4%	8.1%	-5.0%	-0.5%	3.4	-3.0	0.6%	-7.7%
NC(=O)CC[C@@H]1NC(=O)[C@H](Cc2ccc(O)cc2)NC(=O)c2cc([N+](=O)[O-])cc(F)c2OCC[C@@H](C(N)=O)NC1=O	5.1%	-0.3%	0.9%	.	10.4%	4.1%	-1.3%	4.0	2.3	-0.2%	?
COCCNC(=S)N(c1ccccc1)C(C)C	3.7%	5.5%	2.2%	-1.7%	1.8%	1.8%	-2.0%	2.8	1.1	4.5%	-5.5%
CCOC(=O)C1CCCN(C(=O)COc2ccc(N(C)S(=O)(=O)c3ccc(F)cc3)cc2)C1 (stereo unspecified)	11.9%	1.5%	3.6%	1.4%	0.5%	-0.3%	-6.0%	5.4	1.3	3.4%	5.0%
COc1ccc(Cl)cc1S(=O)(=O)n1cnc2ccccc21	-5.4%	-2.8%	-18.6%	2.9%	-0.1%	-0.7%	?	2.3	6.9	?	-1.7%
COc1ccccc1[C@@H]1C(c2cccc(C)c2)=NN(c2ccccc2)[C@H]1C(=O)N1CCOC1=O	1.3%	247.7%[activator]	-17.7%	.	5.7%&1.8%	-4.7%	?	-21.3	19.9	3.7%	-11.1%
O/N=C/c1ccccc1OCc1ccccc1F	-8.4%	1.9%	1.0%	-1.3%	4.8%	?	7.2%	0.2	-12.3	?	-12.0%
COc1cc(CNc2ccccc2SC)cc(OC)c1OC	-16.8%	-2.1%	-1.5%	0.6%	-5.5%	-1.3%	5.8%	2.1	-3.5	?	-6.9%
CN(Cc1cc(=O)[nH]c2ccccc12)C(=O)c1ccccc1	-0.6%	-1.7%	-2.1%	-1.7%	-1.7%	-1.9%	3.0%	-2.3	-15.6	?	7.1%
COc1ccc(NC(=O)c2ccc(C)cc2)c[n+]1[O-]	14.5%	-2.3%	.	-3.6%	-10.8%	3.3%	-12.2%	2.3	5.4	4.6%	2.2%
O=C(O)CSc1nc2ccccc2n1-c1ccccc1	6.6%	6.1%	-0.4%	2.8%	-0.7%	0.2%	-2.1%	-2.3	5.5	12.6%	?
Cn1c(N)c(C(=O)COC(=O)Cc2cccc(C(F)(F)F)c2)c(=O)n(C)c1=O	1.5%	-2.5%	.	.	.	7.6%	.	-4.3	.	?	.
COc1ccc(C2CC(C)(c3ccc(OC)cc3OC)Nc3ccccc3N2)c(OC)c1 (stereo unspecified)	-5.8%	8.8%	-15.8%	3.5%	8.4%	-0.6%	-2.4%	0.5	-5.2	9.3%	?
CCOc1ccc(C(=O)COC(=O)CNC(=O)C2CCCCC2)cc1	-18.0%	-0.8%	.	.	.	0.5%	1.7%	-8.3	5.3	1.4%	.
O=C(NNC(=O)c1ccc(O)cc1O)c1ccc(Cl)cc1	17.0%	0.0%	5.5%	0.2%	6.5%	1.0%	3.7%	10.1	4.6	?	3.5%
CCSc1nc2c(c(=O)[nH]c(=O)n2C)n1C/C=C(/C)Cl	1.7%	-0.9%	1.7%	-0.3%	-10.7%	2.2%	-3.3%	5.5	8.7	?	-8.6%
CN[C@H](CC(=O)O)C(=O)O	3.6%	0.8%	.	.	-2.0%	.	-0.1%	-9.5	-18.7	.	.
CCN(C1CCCCC1)S(=O)(=O)c1ccc(-n2cnnn2)c(C)c1	7.6%	0.9%	-0.4%	-3.0%	-12.0%	-2.3%	9.3%	-1.2	-3.8	7.7%	-0.5%
Cc1cccc(OC(=O)c2cccnc2)c1	-12.2%	-1.6%	14.1%	3.3%	-9.8%	-3.9%	1.4%	-7.8	-2.5	0.9%	-3.4%
COc1ccc(Oc2c(-c3ccc(O)cc3O)n[nH]c2C)cc1	-10.4%	12.1%	-0.2%	-3.9%	?	-1.0%	2.9%	-0.7	-20.4	-1.0%	-7.5%
O=C(NCC1COc2ccccc2O1)c1ccc(Cl)cc1 (stereo unspecified)	6.5%	-0.5%	-0.3%	-4.7%	24.9%	3.3%	-19.8%	8.9	-2.4	?	-9.6%
CSc1nncc(/C(C)=N\Nc2ccccc2C)n1	-6.0%	-9.5%	0.4%	-2.7%	9.8%	0.6%	-0.9%	5.6	-4.9	-11.5%	20.5%
Cc1nccc(-c2cccc(N/N=C(\C#N)C(=O)c3ccccc3)c2)n1	2.3%	-9.5%	1.8%	-2.7%	.	1.3%	8.3%	-13.4	-37.5	0.1%	.
CCn1cc(C(=O)N[C@H](C)c2ccccc2)c(=O)c2cc(F)c(N3CCN(C)CC3)cc21	5.5%	-3.6%	-0.6%	-3.4%	?	0.0%	-1.7%	-5.1	-7.4	?	0.5%
COc1ccc(NC(=O)/C(C#N)=C/c2cc(C)n(-c3ccc(N4CCOCC4)c([N+](=O)[O-])c3)c2C)cc1	5.0%	-10.1%	-1.1%	-0.5%	-0.2%	5.5%	10.2%	19.0	7.7	-1.9%	2.1%
Cc1ccc(C(=O)N2CCN(S(=O)(=O)N3CCCCC3)CC2)cc1	1.1%	3.1%	-1.8%	-3.5%	.	0.7%	-7.4%	5.5	5.4	-2.7%	-1.9%
O=C(CSC1=NCCS1)Nc1ccc(S(=O)(=O)NC2CCCCC2)cc1	2.1%	-1.8%	-1.1%	-2.0%	.	1.0%	-0.4%	10.7	-7.1	-24.6%	1.1%
C/C(=N/NC(=O)CNC(=O)COc1cccc(C)c1)c1ccc(Cl)cc1	-4.4%	-0.8%	.	-1.9%	.	0.7%	-0.9%	4.4	0.5	5.4%	1.5%
CCOC(=O)c1cccc(NS(=O)(=O)c2ccc(NC(C)=O)cc2)c1	-25.9%	1.3%	-7.0%	0.6%	18.1%	-1.9%	1.2%	-30.2	-21.1	5.5%	-3.6%
Cc1cc(=O)oc2cc(NC(=O)CCOc3ccccc3)ccc12	-10.0%	130.8%[activator]	0.2%	0.9%	21.7%	-0.2%	-7.3%	-6.0	-2.0	?	28.5%
CCOC(=O)c1nc(N)c(=O)n(-c2ccc(C)cc2)n1	5.0%	-2.9%	1.0%	0.9%	-25.5%	2.0%	-5.5%	-1.0	-5.8	2.0%	15.7%
